CCT modulator = changes cytosolic chaperonin activity | purified chaperonin ATPase assay, HTRF ADP detection, 30 min | activity change, % (no concentration beside the values), hits read low | 360,000 tested, 0.3% active | AID 651819; in the data active = activity change below about -30%; also: % is scaled to controls: 0 for no effect and ±100 for the full control effect
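ATPase activity: ADP formed was measured by HTRF Transcreener (665/615 nm ratio) after 30 min at 37 deg C with 10 uM ATP. Compounds screened at one 76 uM concentration against 40 or 20 nM TRiC in Tris pH 7.4/KCl/MgCl2/DTT buffer.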
EPAC1 antagonist = EPAC1 (human) antagonism; O95398; EPAC1 GEF assay, Rap1b-BODIPY-GDP exchange fluorescence; Potency, µM (titrated, usually from 115 µM), inactives show top-dose activity change, negative = inhibition, usual class: inhibitors; 360,000 tested, 0.14% active; AID 720709;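 also: potency is read from the fitted curve at half-maximal effect; plate controls were vehicle for no effect and positive control for full effect; nearly all actives have a fitted effect of over 50% in size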
EPAC1 agonist = agonists of human EPAC1; AID 720707; Potency, µM (highest dose often 154 µM), inactives show at the highest dose activation, most hits filed as activators; 360,000 tested, 0.073% active; EPAC1 agonist qHTS, biochemical assay; response scale: 100% = response to 6.5 mM cAMP; O95398; also: potency is read from the fitted curve at half-maximal effect; nearly all actives have a fitted effect of over 60% in size
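EPAC1 100 nM, Rap1B–BODIPY-GDP 250 nM, unlabeled GDP 50 uM; compound titration; 5 min RT; kinetic read ex480/em540 at 5-min intervals ×30 min; data normalized to 6.5 mM cAMP agonist control.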
PLK1 PBD inh = blocks phosphopeptide binding to human PLK1 polo-box domain. 360,000 tested, 2.8% active. Plk1 PBD binding of FITC phosphopeptide, fluorescence polarization. Potency, µM, for the others: max response, negative = inhibition, hits mostly inhibitors; also: potency is read from the fitted curve at half-maximal effect; series mostly up to about 57 µM; % is scaled to controls: 0 for no effect and ±100 for the full control effect; nearly all actives have a fitted effect of over 65% in size
EPAC2 antag = blocks human EPAC2 exchange factor. Potency, µM (doses to about 114 µM), without a hit: at the top dose activity, negative = inhibition, usual class: inhibitors. AID 720708. 360,000 tested, 0.18% active. Q8WZA2. EPAC2 GEF exchange of Rap1B-BODIPY-GDP, fluorescence; also: potency is read from the fitted curve at half-maximal effect; % is scaled to controls: 0 for no effect and ±100 for the full control effect; nearly all actives have a fitted effect of over 45% in size; many of its hits are not listed in these tables
Target sequence (Q8WZA2 whole entry, looked up): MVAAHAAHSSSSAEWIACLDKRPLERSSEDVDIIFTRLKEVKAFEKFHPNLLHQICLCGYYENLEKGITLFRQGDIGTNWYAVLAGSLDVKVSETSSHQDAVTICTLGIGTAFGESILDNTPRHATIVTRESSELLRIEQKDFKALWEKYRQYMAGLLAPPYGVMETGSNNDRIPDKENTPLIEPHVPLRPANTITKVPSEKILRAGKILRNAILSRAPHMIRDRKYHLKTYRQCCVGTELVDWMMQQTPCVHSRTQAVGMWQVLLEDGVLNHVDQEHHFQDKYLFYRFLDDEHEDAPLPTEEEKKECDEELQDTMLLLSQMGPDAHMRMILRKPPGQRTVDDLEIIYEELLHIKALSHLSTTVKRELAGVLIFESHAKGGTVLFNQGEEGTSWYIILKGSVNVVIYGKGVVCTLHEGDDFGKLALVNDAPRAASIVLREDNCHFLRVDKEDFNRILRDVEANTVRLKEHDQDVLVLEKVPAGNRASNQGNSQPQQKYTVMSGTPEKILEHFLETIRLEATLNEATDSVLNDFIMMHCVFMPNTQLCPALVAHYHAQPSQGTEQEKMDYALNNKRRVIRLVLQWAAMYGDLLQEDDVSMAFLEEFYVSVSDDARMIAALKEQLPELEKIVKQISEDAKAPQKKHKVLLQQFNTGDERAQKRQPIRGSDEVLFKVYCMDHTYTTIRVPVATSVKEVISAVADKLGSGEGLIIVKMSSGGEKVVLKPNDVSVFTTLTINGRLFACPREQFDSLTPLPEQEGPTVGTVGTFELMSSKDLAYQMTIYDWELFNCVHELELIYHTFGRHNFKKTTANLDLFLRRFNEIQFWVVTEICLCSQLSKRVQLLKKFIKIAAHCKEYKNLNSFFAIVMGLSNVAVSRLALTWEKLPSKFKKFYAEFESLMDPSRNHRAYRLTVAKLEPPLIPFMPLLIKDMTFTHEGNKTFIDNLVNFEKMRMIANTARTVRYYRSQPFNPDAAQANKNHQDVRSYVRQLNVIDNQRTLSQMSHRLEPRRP
MmCpn inh = inhibitors of Methanococcus maripaludis chaperonin (MmCpn); purified Mm-Cpn ATPase, ADP Transcreener TR-FRET; 330,000 tested, 0.031% active; AID 504842; Potency, µM (highest dose often 76.9 µM), inactives show at the highest dose activity, negative = inhibition, actives largely listed as inhibitors; also: potency is read from the fitted curve at half-maximal effect; % is scaled to controls: 0 for no effect and ±100 for the full control effect; nearly all actives have a fitted effect of over 80% in size
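Inhibition of chaperonin ATP hydrolysis is measured as reduced ADP production, detected by competitive TR-FRET in which signal falls with ADP. Final enzyme 25 nM and ATP 10 uM, reacted 30 min at 37°C.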
WRN helicase inh = WRN helicase (human) inhibition | Q14191 | Potency, µM (titrated, usually from 114 µM), without a hit: at the highest dose activity change, negative = inhibition, usual class: inhibitors | WRN helicase unwinding, fluorescent forked duplex, kinetic | 360,000 tested, 0.46% active | AID 651768; also: potency is read from the fitted curve at half-maximal effect; % is scaled to controls: 0 for no effect and ±100 for the full control effect; nearly all actives have a fitted effect of over 55% in size
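Screening of the MLSMR collection measured strand separation of a quenched forked DNA duplex (100 nM) by 20 nM WRN with 2 mM ATP, all final. Compounds were preincubated with enzyme 15 min at room temperature.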
PI5P4Ka inh = blocks human PI5P4K alpha kinase activity. P48426. PI5P4Kalpha enzyme, ADP-Glo luminescence, 60 min; hits give low values. max response, %. 330,000 tested, 1.2% active; active = max response of -50% or lower; inconclusive = between -30% and -50%; inactive = -30% or higher; also: value at the top dose of about 77 µM; % is scaled to controls: 0 for no effect and ±100 for the full control effect
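ADP-Glo luminescence end-point read after a 60 min room-temperature kinase reaction of PI5P4Kalpha plus substrate, initiated with ATP at 5 microM final. Buffer: 0.038 M HEPES pH 7.4, EGTA, 0.1% CHAPS, 5% DMSO.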
Starred values were filed as active, the others as inactive; ? = inconclusive; / = not tested or not shown; [ ] = remark or other dose. Unless noted, calls follow the shape of the dose curve; as a rule, active = well fitted curve in the direction sought with a large enough effect; inconclusive = small, poorly fitted or top-dose-only effect, or another doubt; inactive = no such curve, though single readings can be large; an effect the other way counts as inactive or inconclusive.

[1] CC(=O)NC(c1ccccc1)c1nc2ccccc2[nH]1 (centres undefined)
[2] CC(C(=O)NCc1ccccc1)N1C(=O)CN(C)C(=O)c2ccccc21 (centres undefined)
[3] Cc1ccc(CNC(=O)c2ccc(N3CCC4(CC3)CC(c3cccc(Br)c3)=NO4)c(NC(=O)c3c(Cl)cccc3Cl)c2)cc1
[4] Cc1cc(NC(=O)c2cnn3c(C(F)F)cc(-c4ccccc4)nc23)no1
[5] O=C(NCCc1ccc(F)cc1)Nc1ccccc1
[6] CC(=O)c1sc(NC(=O)CCN2C(=O)c3ccccc3C2=O)nc1C
[7] O=C(O)c1ccc2c3c(ncnc13)-c1ccccc1C2=O
[8] COc1ccc(CNC(=O)C(c2ccncc2)N(C(=O)Cc2cccs2)c2ccccc2C)cc1 (centres undefined)
screen / no.	1	2	3	4	5	6	7	8
CCT modulator	-1.6	-0.7	-0.8	0.9	0.9	-2.0	-0.4	-0.2
EPAC1 antagonist	0%	-8%	-4%	0%	10%	0%	11%	-6%
EPAC1 agonist	5%	1%	7%	-8%	-10%	3%	4%	12%
PLK1 PBD inh	-2%	-3%	-6%	-10%	1%	-1%	?	-1%
EPAC2 antag	-1%	-3%	18%	10%	5%	-1%	8%	-3%
MmCpn inh	-1%	-1%	?	0%	4%	-5%	-3%	2%
WRN helicase inh	-8%	-5%	-2%	8%	-1%	-8%	-32%	-7%
PI5P4Ka inh	/	-3	1	/	-1	9	?	/

[9] O=C(/C=C/Nc1nccs1)C(F)(F)Cl
[10] Cc1cc(C)n2c(=O)c3ccc(Cl)cc3nc2c1C#N
[11] CC1(C)CC(NC(=O)Cc2ccccc2[N+](=O)[O-])CC(C)(C)N1
[12] O=C(CN1C(=O)C(=O)N(C2CCCC2)C1=O)Nc1cc(Cl)ccc1[N+](=O)[O-]
[13] CCc1nnc(NC(=O)CSc2ccc(-c3nc4ccccc4[nH]3)cn2)s1
[14] CCOC(=O)c1cnc(-n2cc(C)cn2)nc1Nc1ccccc1OCC
[15] COc1cc(C)c(COc2ncnc3ccccc23)cc1OC
[16] CCCn1cc(CN2CCN(Cc3ccc(C)o3)C(CCO)C2)c(C)n1 (centres undefined)
screen / no.	9	10	11	12	13	14	15	16
CCT modulator	-1.4	-1.4	-3.6	-2.3	-0.5	1.1	-0.9	-1.5
EPAC1 antagonist	6%	-5%	-1%	5%	4%	7%	10%	18%
EPAC1 agonist	-4%	3%	4%	1%	1%	3%	6%	-1%
PLK1 PBD inh	-17%	-6%	-9%	-13%	0%	2%	-16%	0%
EPAC2 antag	5%	2%	-10%	-16%	-1%	-8%[57.1 µM]	-6%	1%
MmCpn inh	-4%	0%	0%	-1%	-1%	1%	4%	1%
WRN helicase inh	0%	-6%	-18%	-17%	-25%	13%	8%	-7%
PI5P4Ka inh	-6	-6	2	-1	/	-1	1	-1

Full records, quoted from the list:
Listed for `CCCn1cc(CN2CCN(Cc3ccc(C)o3)C(CCO)C2)c(C)n1` (centres undefined) : CCT modulator: -1.5; EPAC1 antagonist: 18%; EPAC1 agonist: -1%; PLK1 PBD inh: 0%; EPAC2 antag: 1%; MmCpn inh: 1%; WRN helicase inh: -7%; PI5P4Ka inh: -1
Listed for `O=C(CN1C(=O)C(=O)N(C2CCCC2)C1=O)Nc1cc(Cl)ccc1[N+](=O)[O-]` : CCT modulator: -2.3; EPAC1 antagonist: 5%; EPAC1 agonist: 1%; PLK1 PBD inh: -13%; EPAC2 antag: -16%; MmCpn inh: -1%; WRN helicase inh: -17%; PI5P4Ka inh: -1
Listed for `COc1cc(C)c(COc2ncnc3ccccc23)cc1OC` : CCT modulator: -0.9; EPAC1 antagonist: 10%; EPAC1 agonist: 6%; PLK1 PBD inh: -16%; EPAC2 antag: -6%; MmCpn inh: 4%; WRN helicase inh: 8%; PI5P4Ka inh: 1

Next section:
[17] CCCOc1cccc(-c2cc(C(=O)NNC(=S)NCC)c3ccccc3n2)c1
[18] O=C(OCC#CCSc1nnc(-c2ccc(Br)cc2)o1)c1ccco1
[19] Nc1nnc(/C=C/c2cccc([N+](=O)[O-])c2)s1
[20] CCCCN(CC)C(=O)c1oc2ccc(S(=O)(=O)N3CCCC3)cc2c1C
[21] CN(C)c1ccc(C=c2c3ccccc3n3c2c2c([n+]3C)CCCC2)cc1
[22] CCN1C(=O)N[C@@H](c2cccs2)C(C(C)=O)=C1C
[23] CCOC(=O)c1sc(NC(=S)NC(=O)c2ccccc2Cl)c(C(=O)OCC)c1C
[24] CNC(=O)C1Cc2c(-c3ccc4c(c3)OCO4)ccnc2O1 (centres undefined)
screen / no.	17	18	19	20	21	22	23	24
CCT modulator	-4.8	-4.3	-2.0	1.4	-4.1	-2.3	2.2	-0.1
EPAC1 antagonist	-21%	3%	?	-7%	?	-15%	1%	3%
EPAC1 agonist	9%	8%	1%	14%	1%	1%	2%	1%
PLK1 PBD inh	-25%	-7%	-18%	30µM*	-26%	-20%	-6%	-14%
EPAC2 antag	-12%	5%	2%	-10%	-28%	-4%	2%	-3%
MmCpn inh	1%	1%	2%	0%	/	-1%	1%	/
WRN helicase inh	-11%	2%	-8%	-5%	22µM*	8%	-4%	8%
PI5P4Ka inh	/	8	-11	3	-4	-9	-4	?

[25] O=C(CSc1ccccc1)Nc1ccc2c(c1)OCO2
[26] O=C(c1ccccc1)N1CCc2[nH]nc(-c3ccccc3)c2C1
[27] Cc1ccc(S(=O)(=O)N2CCOCC2)cc1C(=O)NCCCn1ccnc1
[28] O=C(CNC(=O)c1cccc(F)c1)OCC(=O)N1CCCCC1
[29] Cc1ccc(C)c(N2CCN(C(=O)C3CCCCN3S(=O)(=O)c3ccc(F)cc3)CC2)c1 (centres undefined)
[30] COc1cc(=O)oc(CCC(C)O)c1C (centres undefined)
[31] COCCCNC(=O)c1cc(Cc2ccccc2)sc1N
[32] CCOP(=O)(NC12CC3CC(CC(C3)C1)C2)NC12CC3CC(CC(C3)C1)C2
screen / no.	25	26	27	28	29	30	31	32
CCT modulator	-2.3	-1.0	2.2	-3.2	-6.2	-2.6	/	-0.5
EPAC1 antagonist	4%	-7%	-20%	4%	-17%	-11%	11%	-11%
EPAC1 agonist	0%	6%	-1%	9%	3%	2%	-5%	-2%
PLK1 PBD inh	-13%	-3%	-2%	-13%	-4%	-23%	?	-1%
EPAC2 antag	0%	-2%	-9%	-2%	6%	7%	-18%	-1%
MmCpn inh	0%	0%	1%	1%	1%	-3%	/	2%
WRN helicase inh	3%	-4%	-15%	-6%	-7%	2%	-3%	9%
PI5P4Ka inh	-5	-4	2	-2	1	0	-23	-3

Part of the list above, reduced to PI5P4Ka inh and CCT modulator:
# | Compound | PI5P4Ka inh | CCT modulator
31 | COCCCNC(=O)c1cc(Cc2ccccc2)sc1N | -23 | /
25 | O=C(CSc1ccccc1)Nc1ccc2c(c1)OCO2 | -5 | -2.3

Next section
[33] CC(=O)Nc1ccc(S(=O)(=O)N(C)CC(=O)Nc2ccc(Br)cc2F)cc1
[34] CCc1nnc(NC(=O)CN2CCN(C3CCCCC3)CC2)s1
[35] Cc1cccc(NC2=NC3(CCCCC3)N=C(N)N2)c1
[36] CN=CC1=C(O)C(C(=O)OC)C(C)(C)CC1=O (centres undefined)
[37] O=C1CN2NC(=S)N(c3ccccc3)C2=CN1c1ccc(Cl)cc1
[38] COc1cc(C(=O)c2ccc3c(c2)OCO3)cc(OC)c1OC
[39] Cc1cccc(N2CCN(C(=S)c3ccc(-c4ccccc4[N+](=O)[O-])o3)CC2)c1
[40] C[C@H](NC(N)=O)C(=O)N1CCN(S(=O)(=O)c2ccc3ccccc3c2)CC1
screen / no.	33	34	35	36	37	38	39	40
CCT modulator	-1.9	1.2	-1.8	0.1	-0.6	-2.7	0.5	-0.8
EPAC1 antagonist	-15%	4%	4%	-5%	0%	7%	8%	-9%
EPAC1 agonist	8%	2%	6%	11%	8%	5%	-1%	4%
PLK1 PBD inh	-11%	-8%	-3%	-5%	-16%	3%	?	-5%
EPAC2 antag	-14%	1%	-2%	12%	1%	-11%	5%	-6%
MmCpn inh	1%	-1%	/	0%	2%	/	-2%	-1%
WRN helicase inh	5%	0%	-5%	-10%	7%	7%	-14%	-24%
PI5P4Ka inh	0	/	-6	1	-10	-5	2	-4

[41] CCCOc1ccc(Cc2c(Cl)nc(SC)nc2NC)cc1
[42] COc1ccc(-c2cc3nc(C)c(CCC(=O)NC(C)CCc4ccco4)c(C)n3n2)c(OC)c1 (centres undefined)
[43] CC(=O)c1c(C)oc2c1C(=O)c1ccccc1C2=O
[44] Cc1ccc(C)c(NC(=S)N2C3CCCC2CC(NC(=O)C2CC2)C3)c1 (centres undefined)
[45] O=C(O)C1CSC2c3ccccc3C(=O)N12 (centres undefined)
[46] Fc1ccc(-c2nc3ccccc3c3nc4ccccc4n23)cc1
[47] O=C(CSc1ccccc1)NCCc1ccc(F)cc1
[48] CCOC(=O)c1nn(-c2ccc(C)cc2)c(=O)cc1OCC(=O)Nc1ccc(OC)cc1
screen / no.	41	42	43	44	45	46	47	48
CCT modulator	-0.2	0.2	-2.7	-1.3	-5.0	0.0	2.2	-1.3
EPAC1 antagonist	-25%	-29%	10%	-1%	16%	11%	5%	5%
EPAC1 agonist	15%	-8%	3%	7%	0%	6%	-2%	5%
PLK1 PBD inh	-11%	-2%	-21%	-5%	?	-7%	-7%	-18%
EPAC2 antag	-19%	-4%	-4%	-3%	7%	5%	7%	-6%
MmCpn inh	-1%	-2%	0%	0%	3%	1%	1%	1%
WRN helicase inh	0%	-15%	1%	-3%	-8%	-7%	-7%	-3%
PI5P4Ka inh	3	2	-4	4	/	-2	1	-9

[49] CCCS(=O)(=O)NCCc1cc2c(OC)ccc(OC)c2[nH]c1=O
[50] CC(C)(C)SCCNS(=O)(=O)c1ccc(Cl)cc1
[51] CCOC(=O)c1sc(=NC(=O)CCS(=O)(=O)c2ccccc2)n(C)c1C
[52] O=C(Nc1ccc(Br)cc1Cl)c1cnccn1
screen / no.	49	50	51	52
CCT modulator	-1.2	-0.9	0.4	-2.6
EPAC1 antagonist	-4%	-4%	-2%	7%
EPAC1 agonist	2%	-12%	-4%	-5%
PLK1 PBD inh	-1%	?	-4%	?
EPAC2 antag	1%	?	8%	-4%
MmCpn inh	1%	-2%	1%	-1%
WRN helicase inh	-8%	-2%	-33%	?
PI5P4Ka inh	-4	-5	1	/

An excerpt, so the mix of outcomes need not match the whole.
